Neddyl block = inhibitors of cullin neddylation, primary screen, biochemical, TR-FRET, uHTS, NAE and Ubc12; AID 651699, 2012; calls only at 25 µM; NEDD8-conjugating enzyme Ubc12 (Homo sapiens) + NEDD8-activating enzyme E1 regulatory …; actives 0.58% (n = 360,000); in the data active = inhibition above about 36%
MLLE-PAM2 inh = inhibitors of PABP1 MLLE–PAM2 peptide binding, primary screen, biochemical, fluorescence polarization, FITC-PAM2, GST-MLLE | inhibition, % at 20 µM | actives 0.36% (n = 360,000); in the data active = inhibition above about 35%, passing the limit was not always enough;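 also: plate controls were DMSO wells with GST-MLLE for no effect and wells lacking GST-MLLE protein for full effect; some results filed as inactive read as strong as hits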
Target sequence (P11940 whole entry, looked up): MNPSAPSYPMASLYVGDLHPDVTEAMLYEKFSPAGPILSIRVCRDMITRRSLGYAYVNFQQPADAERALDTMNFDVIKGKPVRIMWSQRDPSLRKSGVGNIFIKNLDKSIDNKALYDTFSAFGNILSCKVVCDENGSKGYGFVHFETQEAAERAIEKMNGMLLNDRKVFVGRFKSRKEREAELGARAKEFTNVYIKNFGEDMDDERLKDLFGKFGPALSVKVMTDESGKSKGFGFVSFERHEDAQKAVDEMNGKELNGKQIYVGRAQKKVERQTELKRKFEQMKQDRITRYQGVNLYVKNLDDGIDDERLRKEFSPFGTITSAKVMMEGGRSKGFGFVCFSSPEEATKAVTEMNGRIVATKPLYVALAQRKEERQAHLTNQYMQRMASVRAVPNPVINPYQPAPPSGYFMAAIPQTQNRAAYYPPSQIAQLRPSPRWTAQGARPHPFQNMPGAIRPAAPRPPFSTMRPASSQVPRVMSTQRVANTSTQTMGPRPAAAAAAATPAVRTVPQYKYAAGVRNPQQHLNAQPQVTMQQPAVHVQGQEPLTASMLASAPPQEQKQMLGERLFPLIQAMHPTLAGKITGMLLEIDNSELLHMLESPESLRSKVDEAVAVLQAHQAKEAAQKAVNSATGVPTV
Rin1-Abl PPI inh = inhibitors of Rin1-Abl protein binding, primary screen, biochemical, TR-FRET; actives 0.4% (n = 360,000); inhibition, % at 7.35 µM; in the data active = inhibition above about 5%, passing the limit was not always enough
NRP1-CendR mod = modulators of CendR peptide binding to NRP-1, primary screen, biochemical, fluorescence polarization, uHTS; Neuropilin-1 (Homo sapiens), O14786; FAM-RPARPAR peptide binding to NRP-1; inhibition, % at 25 µM; actives 0.85% (n = 360,000);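 active = inhibition or corrected inhibition above about 18%, plus a signal ratio from 0.5 to 1.5, limit read from the data, passing the limit was not always enough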; also: strong numbers were not always called active
bovine MsrA act = bovine MsrA enzyme activators, primary screen, biochemical, absorbance, HTS; Methionine sulfoxide reductase A (Bos taurus); AID 602163, 2012; actives 0.3% (n = 360,000); purified bovine MsrA, absorbance read-out; activation, % at 10.6 µM; in the data active = activation above about 7.5%;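 also: 0% = vehicle and 100% = reference activator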
SKN-1 block = suppressors of acrylamide-induced Pgst-4::GFP reporter in worms, primary screen, SKN-1 inhibitor project, whole organism, uHTS, GFP/RFP fluorescence ratio, strain VP596; actives 0.49% (n = 360,000); AID 624304, 2012; inhibition, % at 21.8 µM; C. elegans VP596 Pgst-4::GFP/RFP ratio, 24 h;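 active = interference check ratio from 0.5 to 1.5 plus GFP to RFP signal ratio inhibition reaching or exceeding a fixed threshold, cut at about 30% in these data, passing the limit was not always enough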; also: some compounds called inactive have numbers as strong as hits
FAS TE block = FAS thioesterase domain inhibitors, primary screen, biochemical, fluorescence intensity, uHTS | Fatty acid synthase (Homo sapiens), P49327 | recombinant FAS-TE, OMFH fluorogenic substrate, fluorescence endpoint | inhibition, % at 15 µM | actives 0.67% (n = 360,000);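 active = compounds whose normalised, plate-corrected inhibition of enzyme fluorescence in the single-dose primary screen is 50% or more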;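 also: 0% = DMSO with enzyme and 100% = substrate without enzyme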
E coli Lon inh = inhibitors of E. coli Lon protease, primary screen, biochemical, fluorescence polarization; actives 0.42% (n = 360,000); inhibition, % at 7.94 µM; P0A9M0; purified E. coli Lon protease; AID 602123, 2011; in the data active = inhibition above about 13%, passing the limit was not always enough;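 also: 0% = enzyme with probe and DMSO and 100% = no enzyme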
MT1-MMP act inh = blockers of MT1-MMP proenzyme processing, primary screen, HT1080 RFP-PRO-GFP cells, GFP/RFP fluorescence; GFP/RFP ratio change, % at 20 µM; Matrix metalloproteinase-14 (Homo sapiens), P50281; actives 0.061% (n = 360,000); AID 651647, 2012; GFP/RFP ratio fluorescence, overnight; percent of plate control window, DMSO zero;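 active = GFP/RFP ratio change of at least 30% with cell ATP level not reduced by more than half and red fluorescence within 50% of control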; also: strong numbers were not always called active
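Test system: HT1080 RFP-PRO-GFP cells; Benchmarks: DMSO and RFP-L50D-GFP cell wells; Timing: cells overnight before dosing, compound overnight, 37 °C, 5% CO2; Compound: one 20 µM compound dose with 1% DMSO; Read-out: GFP/RFP fluorescence ratio.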
An asterisk follows results filed as active; i = inactive; . = not tested or not shown; + = active, no number.

SMILES	Neddyl block	MLLE-PAM2 inh	Rin1-Abl PPI inh	NRP1-CendR mod	bovine MsrA act	SKN-1 block	FAS TE block	E coli Lon inh	MT1-MMP act inh
CC(Oc1cccc(Cl)c1)C(=O)Nc1cc(S(=O)(=O)N2CCOCC2)ccc1N1CCCCC1 (centres undefined)	i	8	3	-10	-1	7	31	1	-12
COc1ccc(Cc2nnc(Nc3ccc(C)cc3C)[nH]c2=O)cc1	i	-11	1	-2	-7	4	-26	3	0
Cc1ccn2nc(C(=O)OCC(=O)N(CC(C)C)C3CCS(=O)(=O)C3)nc2n1 (centres undefined)	i	-1	0	10	-5	12	-3	-2	1
Cc1cc(NC(=O)C2CCCCC2)nc2c1c(=O)oc1ccccc12	i	2	1	6	-5	-8	17	-5	-11
COc1ccc(C(CNC(=O)C(CCSC)NC(=O)c2ccccc2OC)N2CCCCC2)cc1 (centres undefined)	i	-1	1	2	-4	-15	-3	-9	-4
O=C(CCN1C(=O)c2ccncc2C1=O)NCc1ccc(Cl)cc1	i	-3	-2	5	0	0	-6	-6	2
O=C(COc1ccc2c3c(c(=O)oc2c1)CCC3)N1CCCC1	i	11	1	7	-5	15	-3	-3	0
COc1ccccc1N(C(=O)CNS(=O)(=O)c1ccccc1)C(C(=O)NCc1ccco1)C(C)C (centres undefined)	i	-5	-2	3	-2	12	-3	0	0
CN(C)S(=O)(=O)c1ccc2c(c1)Cc1cc(S(=O)(=O)N(C)C)ccc1-2	i	2	0	1	-3	8	-2	-4	-14
Cc1c(C(=O)OC(C)CCN(C)C)oc2ccccc12 (centres undefined)	i	-10	3	9	-2	-8	-9	-8	-1
COC(=O)C1=C(\O)CCCC/C=C\1C(=O)O	i	-7	-2	11	-14	19	-2	-8	2
COc1cc2ncc(S(=O)(=O)c3ccccc3)c(N3CCC4(CC3)OCCO4)c2cc1OC	i	7	-2	8	-5	-7	82*	5	-7

An excerpt of these results, bar-delimited.
molecule | Neddyl block | MLLE-PAM2 inh | Rin1-Abl PPI inh | NRP1-CendR mod | bovine MsrA act | SKN-1 block | FAS TE block | E coli Lon inh | MT1-MMP act inh
COc1cc2ncc(S(=O)(=O)c3ccccc3)c(N3CCC4(CC3)OCCO4)c2cc1OC | i | 7 | -2 | 8 | -5 | -7 | 82* | 5 | -7
COC(=O)C1=C(\O)CCCC/C=C\1C(=O)O | i | -7 | -2 | 11 | -14 | 19 | -2 | -8 | 2

Whole records, looked up by structure. Values in the order: Neddyl block | MLLE-PAM2 inh | Rin1-Abl PPI inh | NRP1-CendR mod | bovine MsrA act | SKN-1 block | FAS TE block | E coli Lon inh | MT1-MMP act inh
Record of COC(=O)C1=C(\O)CCCC/C=C\1C(=O)O : i | -7 | -2 | 11 | -14 | 19 | -2 | -8 | 2
Record of Cc1ccn2nc(C(=O)OCC(=O)N(CC(C)C)C3CCS(=O)(=O)C3)nc2n1 (centres undefined) : i | -1 | 0 | 10 | -5 | 12 | -3 | -2 | 1
Record of Cc1c(C(=O)OC(C)CCN(C)C)oc2ccccc12 (centres undefined) : i | -10 | 3 | 9 | -2 | -8 | -9 | -8 | -1
Record of COc1ccc(C(CNC(=O)C(CCSC)NC(=O)c2ccccc2OC)N2CCCCC2)cc1 (centres undefined) : i | -1 | 1 | 2 | -4 | -15 | -3 | -9 | -4
Record of Cc1cc(NC(=O)C2CCCCC2)nc2c1c(=O)oc1ccccc12 : i | 2 | 1 | 6 | -5 | -8 | 17 | -5 | -11

The results go on:
SMILES	Neddyl block	MLLE-PAM2 inh	Rin1-Abl PPI inh	NRP1-CendR mod	bovine MsrA act	SKN-1 block	FAS TE block	E coli Lon inh	MT1-MMP act inh
COc1cccc2c1CCC(NC(C)=O)C2=O (centres undefined)	i	12	0	2	-5	-1	-7	-5	-4
CC1=C(C(=O)OC(C)C)C2(O)C(=O)c3ccccc3C2(O)N1 (centres undefined)	i	3	13*	3	-11	-15	-10	-3	2
COc1ccc2c(c1)C(c1cccs1)=NNC(c1cccnc1)=N2	i	-10	-1	-11	-13	-4	-5	-6	0
CC1Cc2ccccc2N1S(=O)(=O)c1cccc(C(=O)NCc2ccco2)c1 (centres undefined)	i	0	1	-30	-2	-1	10	-1	2
Cc1ccc(NC(=S)NC2CCSc3ccccc32)cc1 (centres undefined)	i	-60	4	-6	-11	-20	14	-5	0
Cc1ccc(C2=NN(C(=O)c3ccccc3F)C(c3ccccc3F)C2)cc1 (centres undefined)	i	10	0	16	0	13	24	2	-8
Cc1cc(C)cc(C(=O)N2CCN=C2c2ccccc2)c1	i	7	1	1	-6	8	-8	-5	1
COCc1c(C(=O)NC2CCCCCC2)oc2ccccc12	i	-6	3	9	-2	6	5	0	2
Cc1cccc(C(=O)Oc2ccc(/C=N/NC(=O)c3cc(O)cc(O)c3)cc2)c1	i	1	1	16	-3	4	-2	11	0
COC(=O)Cn1c(C)nc2ccccc21	i	-3	0	3	-3	6	-5	0	0
CC(=O)Nc1ccc(OCCOc2ccc(/C=C3\C(=N)N4N=C(C)SC4=NC3=O)cc2)cc1	i	-9	0	-13	-1	4	-1	-6	-2
Cc1nnc(NC(=O)c2cccc(Br)c2)s1	i	8	-3	-7	-1	15	-4	-7	3
COc1ccc(Cc2nc3c4c(ncn3n2)Oc2ccc3ccccc3c2C4c2ccc(OC)c(OC)c2)cc1 (centres undefined)	i	0	-3	-4	2	4	59*	-1	-4
COc1ccc(OC)c(NC(=O)CCN2CCCC(C)C2)c1 (centres undefined)	i	8	0	4	-10	2	-10	-6	15
COc1nc(Cc2ccc(Cl)cc2)nc2ccccc12	i	5	2	2	-4	20	14	-4	-4
Nc1ccccc1Oc1c(F)c(F)c(Oc2ccccc2N)c(F)c1F	i	-6	3	3	-10	-6	-5	-3	4
COc1cccc(CC(O)CC2c3c(cc4c(c3OC)OCO4)CCN2C)c1 (centres undefined)	i	-2	1	0	6	11	-2	0	-13
O=C(CC1OC(=O)c2ccccc21)NC1CCCCC1 (centres undefined)	i	-9	1	0	-1	23	-8	3	4
C=CCOc1ccc2c(OC)c3ccoc3nc2c1OC	.	-7	-5	11	-2	-7	-1	-4	8
COC(=O)c1ccc(N=NNc2ccccc2)cc1	i	1	-3	4	-4	6	-1	-7	4
COc1ccc(C(C(=O)NC2CCCC2)N(C(=O)Cc2cccs2)C2CC2)cc1OC (centres undefined)	i	-9	0	11	4	-5	-2	3	-3
CCOC(=O)C=Cc1ccc(C(=O)OCC)[nH]1	i	-5	1	7	-5	0	-6	-1	-1
CCCn1nc(Oc2nc(N(C)C)nc(N(C)C)n2)ccc1=O	i	-5	5	-2	-11	8	-9	-7	2
COc1ccc(-n2nc(C(=O)NCC(=O)N3CCOCC3)c3ccccc3c2=O)cc1OC	i	-2	1	16	-2	-6	-5	9	-2

Structures above shown as hits in Rin1-Abl PPI inh.
smiles	Neddyl block	MLLE-PAM2 inh	Rin1-Abl PPI inh	NRP1-CendR mod	bovine MsrA act	SKN-1 block	E coli Lon inh	MT1-MMP act inh
CC1=C(C(=O)OC(C)C)C2(O)C(=O)c3ccccc3C2(O)N1 (centres undefined)	i	3	13*	3	-11	-15	-3	2

The list continues.
SMILES	Neddyl block	MLLE-PAM2 inh	Rin1-Abl PPI inh	NRP1-CendR mod	bovine MsrA act	SKN-1 block	FAS TE block	E coli Lon inh	MT1-MMP act inh
CCOC(=O)N1CCC(NC(=O)C2CCN(S(=O)(=O)c3cnc[nH]3)CC2)CC1	i	3	0	17	-12	-7	-10	-5	1
C=CCc1ccccc1OCC(O)Cn1ccnc1C (centres undefined)	i	-1	-2	8	-1	11	-4	-8	1
Cc1cccc(C(=O)NNC2=CC(=O)CC(C)(C)C2)c1O	i	7	-1	6	-7	-10	-3	3	0
CCCCn1c(N)c(N(CC(C)C)C(=O)c2cccc(S(=O)(=O)N3CCN(C(C)=O)CC3)c2)c(=O)[nH]c1=O	i	8	4	-10	-4	11	-4	0	5
CCn1nc(C)c(CN2CCC(n3nccc3NC(=O)CCCc3ccccc3)CC2)c1C	i	-1	-1	1	-8	-28	-5	8	1
COc1cccc(-c2cc(C(=O)Nc3ccn(Cc4ccc(C)cc4)n3)no2)c1	i	-10	2	2	-2	-4	27	1	-1
COc1ccc(S(=O)(=O)NC(C)C)cc1C(=O)N1CCOCC1	i	-2	1	-2	-4	-7	-7	1	-2
CCOC(=O)c1cnc2ccc(C)cn2c1=O	.	-8	-2	-5	-6	-13	-7	0	0
O=C(COC(=O)c1cc2ccccc2o1)c1ccccc1	i	-7	-2	7	-1	-10	13	-4	8
Cc1ccc(C(=O)CN2C(=O)C(C)Oc3ccccc32)cc1 (centres undefined)	i	-20	3	-1	-4	-13	7	-1	0
Cc1c(C(=O)Nc2nc3ccccc3[nH]2)cccc1[N+](=O)[O-]	i	-2	2	-13	-4	11	2	-5	2
NC(=O)c1cc(N)ccc1N1CCCC1	i	11	6	2	4	60*	-3	19	7

The list goes on; the last 3 above are carried over.
SMILES	Neddyl block	MLLE-PAM2 inh	Rin1-Abl PPI inh	NRP1-CendR mod	bovine MsrA act	SKN-1 block	FAS TE block	E coli Lon inh	MT1-MMP act inh
Cc1ccc(C(=O)CN2C(=O)C(C)Oc3ccccc32)cc1 (centres undefined)	i	-20	3	-1	-4	-13	7	-1	0
Cc1c(C(=O)Nc2nc3ccccc3[nH]2)cccc1[N+](=O)[O-]	i	-2	2	-13	-4	11	2	-5	2
NC(=O)c1cc(N)ccc1N1CCCC1	i	11	6	2	4	60*	-3	19	7
O=C(Cn1nnc(N2CCCC2)n1)N/N=C/c1ccc(Cl)cc1	i	16	-2	2	-1	11	-1	0	1
Cc1nn(-c2ccccc2)c(Cl)c1/C=N/Nc1ccc(S(=O)(=O)Nc2ccccc2C(=O)O)cc1[N+](=O)[O-]	i	-7	-3	-14	-9	3	-67	-5	17
O=C(Nc1cccc(NC(=O)c2cccs2)c1)c1ccc([N+](=O)[O-])o1	i	-7	-3	-2	4	8	26	-2	11
Cc1cc(C)[n+](-c2ccc(F)cc2)c2[nH]c(=O)[nH]c(=O)c12	.	9	6	2	2	-4	-8	-4	-2
CCOC(=O)Nc1cc(N)ncn1	i	6	1	-4	-1	7	-10	-6	0
Cc1ccc(-n2nc(C)c3onc(C)c3c2=O)cc1	i	-8	-1	6	-3	4	-6	6	-2
COc1ccc(Br)cc1CNC(=O)CCC(=O)N1CCSc2ccccc21	i	-1	1	-2	4	-13	4	2	-3
O=C1CCC(=O)c2ccc3c4c(ccc1c24)CC3	+	11	-7	5	-3	6	0	4	-4
COC(=O)CNC(=O)c1ccc(=O)oc1	i	10	-4	-8	-7	10	-8	-4	0
CCn1c(SCC(=O)NC2CCCC2)nc2c1c(=O)n(C)c(=O)n2C	i	-3	0	4	-2	19	-6	-6	-2
COc1cccc(NC2=C(C#N)C(=O)NC(c3cccc(OC)c3O)S2)c1 (centres undefined)	i	3	0	-20	-5	-3	-2	-15	1

Rows are unselected; 4% or so of the library scored in one or more.
